FUS yeast rescue: suppressors of FUS proteinopathy in yeast. actives 0.24% (n = 390,000). Potency, µM (top dose mostly 76.6 µM), for the others: at the highest dose growth rescue (activation), most hits filed as activators. S. cerevisiae FUS-expressing, growth rescue, OD600, 24 h. AID 1347120;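 further: potency means the concentration at half of the fitted maximal effect; plate controls were DMSO vehicle for no effect and reference control for full effect; nearly all actives have a fitted effect of over 55% in size; some results filed as inactive show a strong effect at the top dose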
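Absorbance at 600 nm, taken 24hr after compound addition, measured rescue of FUS-yeast growth at 30C. Induction used 2% galactose with seeding at OD 0.005. Controls: CP55940 from 92uM final, DMSO only.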
EPAC1 ag: EPAC1 (human) agonism; EPAC1 agonist qHTS, biochemical assay; response scale: 100% = response to 6.5 mM cAMP; Potency, µM (doses to about 154 µM), for inactives: at the highest dose activation, actives largely listed as activators; actives 0.073% (n = 360,000); O95398; further: potency means the concentration at half of the fitted maximal effect; nearly all actives have a fitted effect of over 60% in size
Target sequence (O95398 whole entry, looked up): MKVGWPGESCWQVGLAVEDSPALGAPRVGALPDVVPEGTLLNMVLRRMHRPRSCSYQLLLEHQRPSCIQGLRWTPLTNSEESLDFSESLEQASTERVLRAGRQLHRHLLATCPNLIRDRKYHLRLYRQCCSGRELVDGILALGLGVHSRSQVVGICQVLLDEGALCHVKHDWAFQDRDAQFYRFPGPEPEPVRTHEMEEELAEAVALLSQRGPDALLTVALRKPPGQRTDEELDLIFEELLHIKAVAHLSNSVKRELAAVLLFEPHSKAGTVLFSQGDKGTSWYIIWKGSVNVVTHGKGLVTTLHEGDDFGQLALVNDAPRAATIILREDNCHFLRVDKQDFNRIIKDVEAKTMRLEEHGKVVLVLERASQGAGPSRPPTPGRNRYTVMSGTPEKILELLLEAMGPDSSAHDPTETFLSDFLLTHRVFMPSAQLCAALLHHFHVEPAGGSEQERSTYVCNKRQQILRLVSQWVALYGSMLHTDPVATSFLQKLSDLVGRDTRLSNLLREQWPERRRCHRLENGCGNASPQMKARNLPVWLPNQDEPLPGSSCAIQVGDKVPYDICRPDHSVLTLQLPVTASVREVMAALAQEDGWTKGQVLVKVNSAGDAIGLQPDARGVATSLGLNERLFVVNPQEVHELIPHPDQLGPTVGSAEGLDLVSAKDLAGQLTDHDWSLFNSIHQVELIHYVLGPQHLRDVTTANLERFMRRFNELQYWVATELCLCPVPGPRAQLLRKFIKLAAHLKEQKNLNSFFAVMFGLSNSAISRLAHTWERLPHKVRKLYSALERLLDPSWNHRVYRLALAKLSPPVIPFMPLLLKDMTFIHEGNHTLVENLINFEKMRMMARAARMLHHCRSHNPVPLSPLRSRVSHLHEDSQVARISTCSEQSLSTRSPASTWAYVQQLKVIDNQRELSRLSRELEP
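EPAC1 100 nM, Rap1B–BODIPY-GDP 250 nM, unlabeled GDP 50 uM; compound titration; 5 min RT; kinetic read ex480/em540 at 5-min intervals ×30 min; data normalized to 6.5 mM cAMP agonist control.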
Abeta rescue: restores growth of yeast expressing A-beta42 peptide. yeast expressing A-beta42, growth rescue, OD600, 48 h; response scale: 0% DMSO, 100% iron-clioquinol control. Potency, µM (series often up to 46.1 µM), inactives show top-dose growth rescue, usual class: activators. actives 0.063% (n = 410,000). AID 1347071; further: potency means the concentration at half of the fitted maximal effect; nearly all actives have a fitted effect of over 55% in size
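Growth rescue measured by 600 nm absorbance after 48 h yeast culture at 30 C with compound. Values normalized between DMSO and an equimolar ferric chloride plus clioquinol control.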
PI5P4K alpha inh: PI5P4K alpha (human) kinase inhibition | PI5P4Kalpha enzyme, ADP-Glo luminescence, 60 min; active compounds read low | max response, % | actives 1.2% (n = 330,000) | AID 652105; active means max response of -50% or lower; inconclusive means between -30% and -50%; inactive means -30% or higher; further: value at the top dose of about 77 µM; on the % scale 0 is the no-effect control and ±100 the full control effect
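Luminescence from ADP-Glo served as readout of PI5P4Kalpha activity in a qHTS format. Reaction: enzyme, substrate, compound, ATP at 5 microM final, 60 min at RT.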
aSyn rescue: inhibitors of alpha-synuclein toxicity in yeast; Yeast expressing alpha-synuclein, growth rescue, BacTiter-Glo, 24 h; AID 652106; Potency, µM (highest dose often 46.1 µM), without a hit: at the highest dose growth rescue (activation), hits mostly activators; actives 0.14% (n = 370,000); further: potency means the concentration at half of the fitted maximal effect; % of control where 0% means no effect; nearly all actives have a fitted effect of over 65% in size
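Rescue of yeast growth: cells expressing toxic alpha-synuclein, induced in galactose at OD600 0.02, incubated with compound 24 h at 30 C. ATP luminescence quantified growth; inhibitors of toxicity appear as activators.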
EPAC1 antagonist: antagonists of human EPAC1. EPAC1 GEF assay, Rap1b-BODIPY-GDP exchange fluorescence. actives 0.14% (n = 360,000). Potency, µM (titrated, usually from 115 µM), for the others: at the top dose activity change, negative = inhibition, usual class: inhibitors. O95398;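 further: potency means the concentration at half of the fitted maximal effect; plate controls were vehicle for no effect and positive control for full effect; nearly all actives have a fitted effect of over 50% in size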
PLK1 PBD inh: blocks phosphopeptide binding to human PLK1 polo-box domain | Plk1 PBD binding of FITC phosphopeptide, fluorescence polarization | AID 720504 | actives 2.8% (n = 360,000) | P53350 | Potency, µM, without a hit: max response, negative = inhibition, actives largely listed as inhibitors; further: potency means the concentration at half of the fitted maximal effect; series mostly up to about 57 µM; on the % scale 0 is the no-effect control and ±100 the full control effect; nearly all actives have a fitted effect of over 65% in size
IL-2 act: activates IL-2 in a cell-based reporter assay | activation, % (series mostly up to about 46 µM) | actives 0.065% (n = 360,000) | IL-2 activation reporter assay, cell-based qHTS; stimulated with anti-CD3/CD4/CD28 beads; in transgenic mouse T cells; in the data active means activation above about 50%; inconclusive means mostly about 30% to 49%; further: 0% is about no effect
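Readout is EGFP and DsRed signal by fluorescent plate cytometry after 18 h at 37 degrees C. Transgenic mouse T cells (750/well) received compound for 60 min before bead stimulation (anti-CD3, anti-CD4, anti-CD28); memory T cells served as non-tolerant control.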
WRN inhibitor: inhibitors of human WRN helicase; Q14191; WRN helicase unwinding, fluorescent forked duplex, kinetic; Potency, µM (series often up to 114 µM), for inactives: at the top dose activity change, negative = inhibition, hits mostly inhibitors; actives 0.46% (n = 360,000); further: potency means the concentration at half of the fitted maximal effect; on the % scale 0 is the no-effect control and ±100 the full control effect; nearly all actives have a fitted effect of over 55% in size
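Enzyme (20 nM final) and test compound sit together 15 min at room temperature before substrate addition. Substrate is a single-forked duplex oligonucleotide (100 nM) labelled with fluorophore and quencher, with 2 mM ATP; helicase unwinding raises red fluorescence, read kinetically.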
* hit, by the source's call; ? = inconclusive; . = not tested or not shown; [ ] = another dose, or the depositor's remark. Unless noted, the call rests on the fitted dose curve; in most records, active means well fitted curve in the direction sought with a large enough effect; inconclusive means small, poorly fitted or top-dose-only effect, or another doubt; inactive means no such curve, though single readings can be large; an effect the other way counts as inactive or inconclusive.

(1) COc1ccc(-c2cn(CCO)nc2-c2ccc(OC)cc2)cc1
(2) COc1ccc(CCN2CC(=O)NC(=O)C2)cc1OC
(3) C/C(CC(=O)Nc1ccc2c(c1)OCCO2)=N\NC(=O)c1cccc(O)c1
(4) COc1cc(F)c(C2=CC(=O)C[C@H](c3ccc(Cl)cc3)C2)cc1F
(5) O=C(Nc1ccc2nc(-c3cccs3)c(-c3cccs3)nc2c1)NC1CC1
(6) O=C(Nc1cccnc1)c1ccc(Cl)c(Cl)c1
(7) S=c1[nH]nc(-c2ccccn2)n1/N=C/c1c(Cl)cccc1Cl
(8) CCOC(=O)N1CCN(C(=O)c2ccc(NC(=O)c3ccc(C)cc3)cc2)CC1
entry no.	1	2	3	4	5	6	7	8
FUS yeast rescue	20%	-18%	15%	16%	34%	-22%	-3%	4%
EPAC1 ag	-3%	7%	2%	7%	12%	3%	-4%	-7%
Abeta rescue	?	-2%	-1%	-8%	-6%	-9%	-14%	9%
PI5P4K alpha inh	4	?	1	5	.	0	-16	0
aSyn rescue	14%	6%	2%	0%	2%	-2%	9%	1%
EPAC1 antagonist	-25%	9%	-20%	-21%	-24%	-5%	-15%	-3%
PLK1 PBD inh	-4%	-18%	-3%	-15%	-10%	5%	-14%	-6%
IL-2 act	-0.3	-2.5	-1.2	0.1	-1.3	1.2	2.9	3.8
WRN inhibitor	-8%	0%	-16%	4%	4%	1%	-24%	-24%[57.1 µM]

(9) c1ccc(-c2nnc(OCCN3CCOCC3)c3ccccc23)cc1
(10) COc1cc(NC(=O)CN2C(=O)C(=O)N(CC(C)C)C2=O)cc(OC)c1
(11) COc1ccc(-c2cc(C(F)(F)F)c3c(=O)n(-c4ccccc4)[nH]c3n2)cc1
(12) O=C(Nc1cccc([N+](=O)[O-])c1)NC1CCCCCCC1
(13) O=C(NC(=S)Nc1c(Cl)ccc2nsnc12)c1ccccc1F
(14) CN(C)CC(O)COc1ccc(C(C)(C)c2ccc(OCC(O)CN(C)C)cc2)cc1 (stereo not given)
(15) CCOc1ccc(-c2nnc(NC(=O)c3ccc(OCC(C)C)c(OC)c3)o2)cc1
(16) O=C(COc1ccccc1Cl)N1CCCC1
entry no.	9	10	11	12	13	14	15	16
FUS yeast rescue	0%	6%	0%	10%	13%	12%	6%	-18%
EPAC1 ag	-4%	-3%	9%	14%	10%	22%	-6%	1%
Abeta rescue	6%	7%	-17%	19%	1%	0%	20%	-6%
PI5P4K alpha inh	4	-7	0	11	-13	1	-1	.
aSyn rescue	-11%	-4%	.	-36%[inhibitor]	-9%	-1%	11%	5%
EPAC1 antagonist	3%	-23%	-1%	-9%	-15%	-20%	11%	5%
PLK1 PBD inh	-9%	3%	-23%	2%	-18%	-6%	-13%	2%
IL-2 act	2.3	-2.1	-1.8	-2.8	-4.3	2.2	1.4	1.1
WRN inhibitor	1%	-3%	-3%	-8%	-3%	6%	4%	-2%

(17) CCn1c(P(C)(=O)O)nc2cc(NC(=O)c3ccccc3Cl)ccc21
(18) CCOC(=O)c1cccc(NC(=O)Cn2c(CC(=O)NC)nc3ccccc32)c1
(19) CCCCC(CC)CNC(=O)C(=O)C1C(=O)Nc2ccccc21 (stereo not given)
(20) CCN(C(=O)c1cccs1)c1nc(-c2ccc(OC)cc2)cs1
(21) CCCCCC(=O)N1C[C@H](n2cc(C3CC3)nn2)[C@@H](O)C[C@@H]1c1ccc(C)cc1
(22) COc1ccc(C2=NN(CN3C(=O)C(=O)c4ccccc43)C(c3cccc([N+](=O)[O-])c3)C2)cc1 (stereo not given)
(23) CC(=O)Nc1ccc(C2=CC(=O)C[C@H](c3ccc(Cl)cc3)C2)cc1
(24) CC1=CC(c2ccc(Cl)cc2)n2nc(N3C(=O)CCC3=O)nc2N1 (stereo not given)
entry no.	17	18	19	20	21	22	23	24
FUS yeast rescue	-2%	?	3%	-1%	9%	5%	?	26%
EPAC1 ag	-1%	-1%	-3%	5%	-10%	8%	4%	9%
Abeta rescue	-8%	0%	-27%	-10%	-9%	-7%	-6%	-3%
PI5P4K alpha inh	0	.	-2	4	3	1	-2	.
aSyn rescue	-4%	2%	6%	-8%	-1%	2%	2%	-8%
EPAC1 antagonist	4%	-1%	-17%	-17%	5%	-2%	-13%	1%
PLK1 PBD inh	-6%	-14%	3%	-1%	-5%	-8%	-11%	-22%
IL-2 act	4.2	-2.3	-1.3	-0.4	-1.2	-0.2	0.1	-2.8
WRN inhibitor	-6%	2%	-3%	-6%	2%	-6%	-1%	-9%

(25) COc1ccc(NC(=O)c2cccc3c(-c4ccc(OC)cc4C)coc23)cc1
(26) Cc1cccc(C(=O)OC(C)C(=O)NC(=O)NC2CCCCC2)c1O (stereo not given)
(27) CC1=C(C(=O)N2CCCCCC2)CC(CC(=O)NCCc2ccccn2)C(=O)N1CCC1=CCCCC1 (stereo not given)
(28) Clc1nc(Nc2ccc(N3CCOCC3)cc2)c2ccccc2n1
(29) Cc1noc(C)c1CSCC(=O)N(C)CC(=O)Nc1ccc(Cl)cc1
(30) CCOC(=O)N/N=C/c1cc(C)n(-c2ccccc2)c1C
(31) CCC(CC)NC(=O)c1ccc(Cl)cc1
(32) Cc1ccccc1P(=O)(CO)c1ccccc1C
entry no.	25	26	27	28	29	30	31	32
FUS yeast rescue	35%	27%	12%	24%	2%	?	-17%	-6%
EPAC1 ag	4%	-4%	-4%	5%	5%	4%	3%	5%
Abeta rescue	1%	?	.	-4%	5%	-9%	4%	3%
PI5P4K alpha inh	3	-14	1	0	1	-2	-5	-1
aSyn rescue	7%	1%	.	-11%	-1%	11%	5%	-2%
EPAC1 antagonist	-14%	6%	-12%	-14%	3%	-3%	-2%	-3%
PLK1 PBD inh	8%	-7%	.	-9%	-6%	-7%	-3%	-12%
IL-2 act	-0.3	0.9	-0.2	3.5	-0.4	0.3	-2.9	-0.2
WRN inhibitor	-10%	-9%	8%	-7%	6%	8%	2%	1%

New compounds follow:
The line under a structure holds: FUS yeast rescue | EPAC1 ag | Abeta rescue | PI5P4K alpha inh | aSyn rescue | EPAC1 antagonist | PLK1 PBD inh | IL-2 act | WRN inhibitor
33	Cc1ccc(NC(=O)CSc2nnc3n2CCCCC3)cc1S(=O)(=O)N1CCOCC1
→ 7% | -4% | -4% | 0 | -5% | -12% | -15% | 1.0 | 5%
34	N#CCn1c(CN2CCCC2)nc2ccccc2c1=O
→ 13% | 0% | 8% | 0 | -12% | 26% | -2% | -0.5 | -2%
35	COc1ccc(CN2CCN(CC3CC3)CC2CCO)cc1C (stereo not given)
→ 6% | -5% | -13% | -3 | 0% | 3% | 8% | 0.0 | 5%
36	CCOC(=O)c1cc(-c2ccc(OC)cc2)n(CCC(=O)NCCN2CCC(C)CC2)c1C
→ -4% | -3% | -5% | 2 | -1% | -26% | -4% | -0.5 | 5%
37	Cc1ccc(OCC(=O)N/N=C/c2ccc([N+](=O)[O-])o2)cc1
→ 17% | 2% | -15% | . | 16% | -1% | -13% | -1.4 | -13%
38	O=C(CN1C(=O)CSc2ccccc21)NCCC1=CCCCC1
→ -8% | 6% | 3% | 0 | 1% | -3% | -1% | -2.7 | 3%
39	Cc1ccc(S(=O)(=O)CCC(=O)OCc2ccc(Cl)c(Cl)c2)cc1
→ 1% | 14% | -1% | 10 | 5% | -10% | -18% | 0.2 | -6%
40	Cc1ccc(C(=O)C2CCN(C(=O)c3ccc(C)cc3)CC2)cc1
→ 10% | -2% | -6% | 0 | -7% | -28% | -9% | -3.9 | 2%
41	O=c1[nH]c(CN2CCN(c3ccccc3Cl)CC2)nc2ccsc12
→ 14% | -1% | 8% | -6 | 2% | 4% | -7% | -2.4 | 8%
42	COCCCNC(=O)/C=C/c1c(Cl)cccc1Cl
→ -3% | -12% | -3% | 6 | 4% | -5% | -1% | 1.1 | -21%[57.1 µM]

Ordered by SMILES length (lowest first): some entries from above.
The line under a structure holds: FUS yeast rescue | EPAC1 ag | Abeta rescue | PI5P4K alpha inh | aSyn rescue | EPAC1 antagonist | PLK1 PBD inh | IL-2 act | WRN inhibitor
35	COc1ccc(CN2CCN(CC3CC3)CC2CCO)cc1C (stereo not given)
→ 6% | -5% | -13% | -3 | 0% | 3% | 8% | 0.0 | 5%
39	Cc1ccc(S(=O)(=O)CCC(=O)OCc2ccc(Cl)c(Cl)c2)cc1
→ 1% | 14% | -1% | 10 | 5% | -10% | -18% | 0.2 | -6%
33	Cc1ccc(NC(=O)CSc2nnc3n2CCCCC3)cc1S(=O)(=O)N1CCOCC1
→ 7% | -4% | -4% | 0 | -5% | -12% | -15% | 1.0 | 5%

Further records:
The line under a structure holds: FUS yeast rescue | EPAC1 ag | Abeta rescue | PI5P4K alpha inh | aSyn rescue | EPAC1 antagonist | PLK1 PBD inh | IL-2 act | WRN inhibitor
43	N#CC1C(=O)NC(c2ccccc2)=CC1c1ccccc1 (stereo not given)
→ -10% | 5% | ? | -3 | -1% | -2% | 3% | -0.2 | -8%
44	COc1ccc(N2CCN(c3oc(Cc4cccc5ccccc45)nc3C#N)CC2)cc1
→ 37% | 10% | -1% | . | -2% | -7% | -6% | 1.7 | -3%
45	Cc1ccc(NS(=O)(=O)c2ccc(-n3cccn3)cc2)cc1C
→ -13% | -3% | -1% | 4 | 5% | -23% | -3% | -2.8 | -1%
46	CCOC(=O)c1oc2ccccc2c1NC(=O)CN1CCN(C)CC1
→ 15% | 13% | 16% | 5 | 0% | -1% | -7% | 1.2 | -2%
47	COc1cccc(-c2ccc(C#N)c(=O)[nH]2)c1
→ -8% | 9% | 2% | -4 | 3% | 10% | -5% | -6.5 | -7%[57.1 µM]
48	CC(C(=O)N1CCc2ccccc21)N1CCN(c2ccccn2)CC1 (stereo not given)
→ . | -5% | 0% | -1 | -17% | 13% | -8% | -0.1 | 13%
49	CN1CCN(Cc2nc(N)nc(Nc3ccc4c(c3)OCCO4)n2)CC1
→ 16% | -3% | 2% | . | 0% | -2% | 0% | -0.4 | 9%

High-throughput results: PubChem BioAssay, National Center for Advancing Translational Sciences (NCATS)
